Assay outcomes as filed in PubChem BioAssay.
V-ATPase pHluor = yeast V-ATPase proton transport regulation by pHLuorin | S. cerevisiae, pHLuorin cytosolic pH fluorescence | response, % at 10 µM | 0.37% of 350,000 active | AID 504577; in the data active means response mostly above about 7.3%, no sharp cut-off; inactive means mostly below about 5.4%; further: actives read high; inactives centre near 0; some compounds called inactive have numbers as strong as hits; reference of the scale not given here
* hit, by the source's call. These rows are one share of the data (hit frequency here may not be typical).

SMILES	V-ATPase pHluor
C[C@H](CO)N1C[C@H](C)[C@@H](CN(C)S(=O)(=O)c2cccc(F)c2)OCc2cn(nn2)CCCC1=O	-2
CCCCCCn1c(=O)n2n(c1=O)[C@@H]1CN(S(=O)(=O)c3ccc(C)cc3)C[C@]1(O)[C@@H](OC(=O)NCc1ccccc1F)C2	0
COc1ccc([C@H]2N[C@]3(CCCN(Cc4ccccc4)C3=O)[C@H]3C(=O)N(C)C(=O)[C@@H]23)cc1	-2
CCCCCC(=O)N1C[C@H](O)[C@@H](n2cc(C3CC3)nn2)C[C@@H]1c1ccc(OC)cc1	2
COc1ccc(NC(=O)N(C)C[C@@H]2Oc3cc(C#CCN(C)C)ccc3S(=O)(=O)N([C@H](C)CO)C[C@H]2C)cc1	0
Cc1ccc([C@H]2C[C@@H](O)[C@H](n3cc(C4CC4)nn3)CN2Cc2cccs2)cc1	0
CCCCN1C[C@H](c2ccccc2)[C@@H](CC(=O)NC)C1=O	0
CC(=O)N(C)C[C@@H]1Oc2ncc(Br)cc2C(=O)N([C@H](C)CO)C[C@@H]1C	1
C[C@@H]1CN([C@@H](C)CO)C(=O)CCCn2nncc2CO[C@H]1CN(C)Cc1ccc(Cl)c(Cl)c1	-2
CCCNC(=O)Cn1nc(-c2ccccc2OC)ccc1=O	-1
COc1ccccc1NC(=O)Nc1sccc1-c1nc2ccccc2s1	1
COc1ccc(CCC(=O)N2CCN(S(=O)(=O)c3ccc(OC)c([N+](=O)[O-])c3)CC2)cc1	0
COc1ccc(CN(C)CCCn2cnc3c(OC)ncnc32)cc1OC	-4
Cn1c(=O)c2c(ncn2CC(=O)OCC(=O)c2ccc(OC(F)F)cc2OC(F)F)n(C)c1=O	1
Cc1cc(C(=O)Nc2ccon2)ccc1[N+](=O)[O-]	-5
CC1(C)CC(=O)C(CSC(=O)c2ccccc2)C(=O)C1	0
COc1ccc([C@H]2CN(CCc3ccccc3)C(=O)[C@@H]2CC(=O)Nc2ccccc2)cc1	2
COC(=O)c1scc(C)c1NC(=O)CC1NCCNC1=O (configuration not stated)	-2
CCC(C)C(CO)NCCCn1cnc2c(OCc3ccccc3)ncnc21 (configuration not stated)	-1
CC1=C(C(=O)N2CCOCC2)CC(CC(=O)NC2CCCC2)C(=O)N1Cc1ccc(F)cc1 (configuration not stated)	1
CC1(C)CC(=O)C=C(NNC(=O)c2cccnc2)C1	-1
C[C@H](CO)N1C[C@H](C)[C@@H](CN(C)C(=O)NC2CCCCC2)OCc2cnnn2CCCC1=O	0
C[C@@H]1CN([C@H](C)CO)C(=O)c2cc(Br)cnc2O[C@@H]1CN(C)Cc1cncnc1	-2
COCC(=O)N1C[C@H]2CON(C)[C@H]2C[C@H]1c1cccc(-c2ccccc2)c1	0
CN1CC(O)(C(O)C(O)C(O)CO)SC1=S (configuration not stated)	3

Ordered by SMILES length (lowest first): part of the list above
SMILES	V-ATPase pHluor
Cc1cc(C(=O)Nc2ccon2)ccc1[N+](=O)[O-]	-5
CCC(C)C(CO)NCCCn1cnc2c(OCc3ccccc3)ncnc21 (configuration not stated)	-1
CCCCCCn1c(=O)n2n(c1=O)[C@@H]1CN(S(=O)(=O)c3ccc(C)cc3)C[C@]1(O)[C@@H](OC(=O)NCc1ccccc1F)C2	0

More compounds follow.
SMILES	V-ATPase pHluor
O=C1OC(O)c2cccc3cccc1c23 (configuration not stated)	3
COc1cccc(S(=O)(=O)N(C)C[C@@H]2OCc3cn(nn3)CCCC(=O)N([C@H](C)CO)C[C@H]2C)c1	1
O=C(COC(=O)c1ccccc1Cl)Nc1cccc(S(=O)(=O)N2CCCCC2)c1	-1
C=CCn1nc(C(=O)N2CCOCC2)cc1-c1sc(NC(=O)c2ccccc2)nc1C	0
O=C(CN1CCN(C(=O)C2COc3ccccc3O2)CC1)Nc1ccc(F)cc1 (configuration not stated)	0
COc1cc(CCC(=O)Nc2cc(S(=O)(=O)N3CCOCC3)ccc2OC(C)C)cc(OC)c1OC	2
C[C@H]1CNC(=O)c2c(C(=O)Nc3cccc(Cl)c3)ncn21	-1
Cc1cc(NC(=O)C(C)SCC(=O)Nc2ccc(C(=O)OC(C)C)cc2)no1 (configuration not stated)	-2
O=C(Oc1ccc(=O)[nH]n1)c1ccccc1	-2
CCOC(=O)[C@@H](NC(=O)CC[C@H]1O[C@@H](n2cc(C)c(=O)[nH]c2=O)C[C@@H]1O)C(C)C	-1
COc1ccc2[nH]c(=O)c(CN(C(C)=O)c3cc(C)ccc3C)cc2c1	0
C[C@H](CO)N1C[C@H](C)[C@@H](CN(C)Cc2ccccc2C(=O)O)OCc2cnnn2CCCC1=O	-1
C[C@H](CO)N1C[C@H](C)[C@@H](CN(C)C(=O)Nc2ccnc(N3CCOCC3)c2)OCc2cnnn2CCCC1=O	0
CCC1Oc2ccccc2N(CC(=O)N2CCCC2)C1=O (configuration not stated)	-1
O=C(CCc1c[nH]c2ccccc12)OCC(=O)c1ccccc1	-2
CCN(c1ccccc1)S(=O)(=O)c1cccc(C(=O)Nc2cccc(C)n2)c1	2
O=Cc1cn(CCOc2ccc(F)cc2)c2ccccc12	-4
CCCCN1C(=O)C(CC(=O)NCc2cccs2)CC(C(=O)N(C)C)=C1C (configuration not stated)	-1
O=C(CCC1CCN(C(=O)C2CC=CCC2)CC1)Nc1ccccc1 (configuration not stated)	2
Cc1ccc(-n2c3nc(=O)n(C)c(=O)c-3cc3ccccc32)cc1	0
COc1cccc(OC)c1CN(C)C(=O)c1cnccc1C(F)(F)F	1
C[C@@H]1CN([C@@H](C)CO)C(=O)CCCn2nncc2CO[C@H]1CN(C)Cc1ccc2c(c1)OCO2	-3
COc1ccc(Cc2nc3ccc(C(=O)NC4CCOC4)cc3o2)cc1OC (configuration not stated)	1
Cc1ccc2c(=O)n3c(nc2c1)C(Cc1ccccc1)NC(=O)c1cc2ccccc2cc1-3 (configuration not stated)	1
CC(c1ccccc1)n1c(-c2cccs2)nc2c(c(=O)c3ccccc3n2C)c1=O (configuration not stated)	-3
SMILES	V-ATPase pHluor
CC1(C)C(=O)C=C(N2CCCCC2)c2ccccc21	-3
O=C(O)c1ccccc1C(=O)Nc1ccccc1NC(=O)c1ccccc1C(=O)O	2
COc1ccccc1CN(C)C[C@H]1OCc2cnnn2CCCC(=O)N([C@H](C)CO)C[C@@H]1C	1
CN(C)c1ccc(C(O)P(=O)(OCc2ccccc2)c2ccc(N(C)C)cc2)cc1 (configuration not stated)	-2
CCC(O)c1cnc(OCc2ccccc2)nc1OCc1ccccc1 (configuration not stated)	-2
CCCCCC(=O)N1C[C@@H](O)[C@H](n2cc(C3CC3)nn2)C[C@@H]1c1ccc(C)cc1	0
CCc1cccc(CC)c1N1C(=O)C2=C(SCCCS2)C1=O	2
N#Cc1cnn(-c2cc(Cl)ccc2Cl)c1N	-1
O=C(CCCCCN1C(=O)c2cccc3cccc(c23)C1=O)NCc1ccco1	-2
Cc1cccc(-c2ocnc2C(=O)Nc2ncc(C)s2)c1	-4
Cc1ccc(/C=N/n2c(-c3cccc(Cl)c3)n[nH]c2=S)o1	0
O=C(c1ccccc1F)N1N=C(C(F)(F)F)CC1(O)c1ccccc1 (configuration not stated)	1
C[C@H](CO)N1C[C@H](C)[C@@H](CN(C)Cc2cccc3c2OCCCO3)OCc2cnnn2CCCC1=O	9.4*
C[C@H](CO)N1C[C@H](C)[C@H](CN(C)C(=O)Nc2ccnc(N3CCOCC3)c2)OCc2cnnn2CCCC1=O	3
Nc1ccc(C(=O)Nc2ccc(Nc3ccncc3)cc2)c([N+](=O)[O-])c1	-1
COc1cc2c(cc1OC)C(O)=CC(=O)C2=O	2
Cc1c(-c2ccc(Cl)cc2)[n+](=O)c(-c2ccccc2)cn1[O-]	-1
COc1ccc(CCNC(=O)c2ccccc2C(=O)NCCc2ccc(OC)c(OC)c2)cc1OC	6
Cc1ccc(C(c2c(NC(=O)c3ccco3)sc(C)c2C)N2CCOCC2)cc1 (configuration not stated)	3
O=C(Nc1ccc(Cl)cc1)c1cc(S(=O)(=O)N2CCCCC2)ccc1N1CCOCC1	1
Cc1ccc(S(=O)(=O)C=CS(=O)(=O)c2ccc(C)cc2)cc1	20*
COc1ccc(/C=N/OC(=O)c2ccc(Cl)cc2)c(Cl)c1OC	1
COCCCNC(=O)c1ccc(-c2nc3ccccc3nc2-c2ccccc2)cc1	-2
CC(=O)Oc1[nH]c(=O)c2cccc3c2c1CCC3	4
CCOC(=O)c1cnc2cc(-c3ccc(C)cc3)nn2c1C	3
SMILES	V-ATPase pHluor
CC(C)C1C(=O)N(Cc2cn(CC3CCCCC3)nn2)CCS(=O)(=O)N1Cc1ccc(-c2ccc(F)nc2)cc1 (configuration not stated)	-2
Nc1nc(-c2ccccc2)c(CC(=O)O)s1	2
COC1OC2COC(c3ccccc3)OC2C2OC(c3ccccc3)OC12 (configuration not stated)	5
CCC(=O)N(C)C[C@H]1Oc2cc(-c3cccnc3)ccc2S(=O)(=O)N([C@H](C)CO)C[C@H]1C	0
O=C(O)c1ccc([N+](=O)[O-])nc1	-2
CCCCN1C(=O)C(CC(=O)NC(c2ccccc2)c2ccccc2)CC(C(=O)N2CCOCC2)=C1C (configuration not stated)	3
CC(=O)Nc1cccc(NS(=O)(=O)c2ccc3c(c2)CCC(=O)N3)c1	-1
CCCCN1C(=O)C(CC(=O)NCCCCc2ccccc2)CC(C(=O)N2CCOCC2)=C1C (configuration not stated)	1
COc1cc(C=C(C#N)c2ccc([N+](=O)[O-])cc2)ccc1O	-2
O=C1CCC2c3[nH]c4ccccc4c3CCN12 (configuration not stated)	-4
c1coc(-c2cnc3ccccc3n2)c1	2
CC1C(=O)N(Cc2cn(Cc3ccco3)nn2)CCS(=O)(=O)N1Cc1ccc(-c2ccc(F)nc2)cc1 (configuration not stated)	3
Cc1ccc2nc(-c3ccccc3)cc(C(=O)NCC3CCCO3)c2c1 (configuration not stated)	-2
CCCCCCn1c(=O)n2n(c1=O)C[C@]1(OC(=O)NCc3ccccc3)CN(S(=O)(=O)c3ccc(C)cc3)C[C@]1(O)C2	1
COc1ccccc1CNc1cccc(C)n1	-1
S=c1[nH]nc(-c2cc(-c3ccccc3)n[nH]2)n1/N=C/C(Br)=C/c1ccccc1	-23
O=C(c1cccc(C(=O)N2CCC(O)(c3ccccc3)CC2)c1)N1CCC(O)(c2ccccc2)CC1	3
COc1ccc(-c2c(NC(=O)c3ccco3)n(-c3ccc(C)cc3)nc(C)c2=O)cc1	0
COc1ccccc1C(=O)COC(=O)C1CCN(S(=O)(=O)c2ccccc2)CC1	0
C[C@H]1CN([C@@H](C)CO)C(=O)CCCn2nncc2CO[C@@H]1CN(C)S(=O)(=O)c1cn(C)cn1	-1
COc1ccc(C(=O)CSc2nnc3n2CCCN3C(=O)Nc2ccccc2)cc1	0
O=C(/C=C/c1ccc(F)cc1)N1CCN(Cc2ccccc2)CC1	-1
C/C(NCCc1ccccc1)=C1/CCOC1=O	3
C[C@@H]1CN([C@@H](C)CO)C(=O)CCCn2nncc2CO[C@H]1CN(C)C(=O)Nc1ccc2c(c1)OCO2	-1
Cc1cc(=O)oc2cc(OCC(=O)NC3(C#N)CCCCC3)ccc12	2
SMILES	V-ATPase pHluor
COc1cccc(/C=N/NC(=O)C(c2ccncc2)N2CCOCC2)c1 (configuration not stated)	1
O=C(NCCCN1CCOCC1)c1cccc(S(=O)(=O)N2CCc3ccccc32)c1	-1
Cc1ccc(C(=O)OCC(=O)Nc2c(C)nn(-c3ccccc3)c2C)c(O)c1	-1
Cc1ccccc1-c1ccc2c(c1)O[C@@H](CN(C)Cc1ccc(C(=O)O)cc1)[C@@H](C)CN([C@H](C)CO)S2(=O)=O	2
CCOc1cc(C(=O)NCC(C)(C)CNC(=O)c2cc(OCC)c(OCC)c(OCC)c2)cc(OCC)c1OCC	4
O=C(COC(=O)/C=C/c1ccc(Cl)cc1Cl)Nc1cccc(S(=O)(=O)NC2=NCCC2)c1	-1
CCCCCCN1C[C@@H](O)[C@H](n2cc(C3CC3)nn2)C[C@@H]1c1ccc(OC)cc1	0
C[C@@H]1CN([C@@H](C)CO)C(=O)CCCn2nncc2CO[C@H]1CN(C)C(=O)c1cc(-c2ccccc2)on1	0
CNc1n[nH]c(-c2ccccc2)n1	0
Cc1ccc([C@H]2C[C@H](n3cc(-c4ccc(F)cc4)nn3)[C@@H](O)CN2C(=O)C2CCCCC2)cc1	-1
O=C(CSc1nc(-c2ccccc2)c(-c2ccccc2)o1)N1CCCCC1	1
Cc1ccc(S(=O)(=O)N2C[C@]3(O)C[C@@H]4C(=O)N(c5ccccc5)C(=O)[C@@H]4C[C@]3(OC(=O)NCc3ccco3)C2)cc1	-4
CCC/C=C/c1ccc(CN2C(C(C)C)C(=O)N(Cc3cn(CC4CCCCC4)nn3)CCS2(=O)=O)cc1 (configuration not stated)	2

15 of these compounds, reformatted:
SMILES | V-ATPase pHluor
C/C(NCCc1ccccc1)=C1/CCOC1=O | 3
C[C@@H]1CN([C@@H](C)CO)C(=O)CCCn2nncc2CO[C@H]1CN(C)C(=O)Nc1ccc2c(c1)OCO2 | -1
Cc1cc(=O)oc2cc(OCC(=O)NC3(C#N)CCCCC3)ccc12 | 2
COc1cccc(/C=N/NC(=O)C(c2ccncc2)N2CCOCC2)c1 (configuration not stated) | 1
O=C(NCCCN1CCOCC1)c1cccc(S(=O)(=O)N2CCc3ccccc32)c1 | -1
Cc1ccc(C(=O)OCC(=O)Nc2c(C)nn(-c3ccccc3)c2C)c(O)c1 | -1
Cc1ccccc1-c1ccc2c(c1)O[C@@H](CN(C)Cc1ccc(C(=O)O)cc1)[C@@H](C)CN([C@H](C)CO)S2(=O)=O | 2
CCOc1cc(C(=O)NCC(C)(C)CNC(=O)c2cc(OCC)c(OCC)c(OCC)c2)cc(OCC)c1OCC | 4
O=C(COC(=O)/C=C/c1ccc(Cl)cc1Cl)Nc1cccc(S(=O)(=O)NC2=NCCC2)c1 | -1
CCCCCCN1C[C@@H](O)[C@H](n2cc(C3CC3)nn2)C[C@@H]1c1ccc(OC)cc1 | 0
C[C@@H]1CN([C@@H](C)CO)C(=O)CCCn2nncc2CO[C@H]1CN(C)C(=O)c1cc(-c2ccccc2)on1 | 0
CNc1n[nH]c(-c2ccccc2)n1 | 0
Cc1ccc([C@H]2C[C@H](n3cc(-c4ccc(F)cc4)nn3)[C@@H](O)CN2C(=O)C2CCCCC2)cc1 | -1
O=C(CSc1nc(-c2ccccc2)c(-c2ccccc2)o1)N1CCCCC1 | 1
Cc1ccc(S(=O)(=O)N2C[C@]3(O)C[C@@H]4C(=O)N(c5ccccc5)C(=O)[C@@H]4C[C@]3(OC(=O)NCc3ccco3)C2)cc1 | -4
